Compound activity deposited in PubChem by several laboratories.
DDE Tn7 FP inh = inhibitors of Tn7 peptide binding to fibrin DD(E), primary screen, biochemical, fluorescence polarization, human fibrin, Tn7 probe; inhibition, % at 8.3 µM; FP displacement of FITC-Tn7 peptide from fibrin DD(E); 0% = median of compound wells per plate; AID 720508, 2013; hit rate 0.13% among 370,000;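 active = inhibition above the mean of compounds falling within the control limits plus 3 SD of them, cut at about 14% in these data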;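 also: 0% = plate median of compound wells and 100% = 10 µM Aha-Tn7 peptide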
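assay system = human clot-derived fibrin DD(E) complex | quantity = Fibrin-DD(E) at 2 µM final | timing = 10 min preincubation, 3 h with tracer, room temperature | signal = fluorescence polarization | measure = percent inhibition | benchmarks = high control wells with 10 µM unlabelled Aha-Tn7 peptide (full inhibition) | replicates = singlicate testing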
ASAP1 inh = inhibitors of human ASAP1 ArfGAP activity, primary screen, biochemical, fluorescence polarization; ASAP1-stimulated ARF1 GTP hydrolysis, GDP FP detection; inhibition, % at 16.5 µM; hit rate 0.19% among 360,000; AID 624377, 2012; Arf-GAP with SH3 domain, ANK repeat and PH domain-containing protein 1 (Homo sapiens), …; in the data active = inhibition above about 25%;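 also: 0% = vehicle with enzyme and substrate and 100% = no enzyme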
PLC-beta3 inh = human PLC-beta3 inhibitors, primary screen, biochemical, fluorescence; 1-phosphatidylinositol 4,5-bisphosphate phosphodiesterase beta-3 (Homo sapiens), Q01970; Purified PLC-beta3, fluorogenic substrate; inhibition, % at 12.2 µM; hit rate 0.18% among 370,000; in the data active = inhibition above about 11%;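 also: 0% = median of compound wells on plate and 100% = full blocker control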
ARFGAP1 inhibitor = inhibitors of rat ARFGAP1 GAP activity, primary screen, biochemical, fluorescence polarization, GDP tracer; inhibition, % at 16.5 µM; ADP-ribosylation factor GTPase-activating protein 1 (Rattus norvegicus), Q62848; hit rate 0.26% among 360,000; Arfgap1-stimulated ARF1 GTP hydrolysis, GDP FP detection;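 active = inhibition above a per-plate limit, mean inhibition of low control wells plus 3 SD, cut at about 25% in these data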;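 also: 0% = DMSO wells with enzyme and 100% = wells lacking Arfgap1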
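Replicates: Single well per compound | Assay system: Truncated rat Arfgap1 GAP domain | Control set: No-Arfgap1 wells (100%) versus DMSO full-reaction wells (0%) | Times: Enzyme reaction 120 min at 25 °C after 20 min preincubation | Reagent: Human ARF1(Δ1-17)-GTP substrate | Measured by: Tracer-displacement fluorescence polarization with EDTA stop, 620/688 nm | Measure: Percent inhibition of Arfgap1-stimulated GTP hydrolysis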
Rev-erbA mod = modulators of Rev-erb alpha DNA binding, primary screen, biochemical, FITC-DNA, fluorescence polarization, uHTS; Rev-erbα–FITC-DNA binding, 90 min; activity, % at 10 µM; hit rate 0.79% among 370,000; AID 1259318, 2017;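 active = activity above about 14%, limit read from the data; passing the limit was not always enough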;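 also: 0% = DMSO wells with 35 nM protein and 100% = DMSO wells with 750 nM protein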
PLCg1 inh = PLC-gamma1 enzyme inhibitors, primary screen, biochemical, fluorescence, purified enzyme. 1-phosphatidylinositol 4,5-bisphosphate phosphodiesterase gamma-1 (Homo sapiens), P19174. fluorogenic substrate. inhibition, % at 12.2 µM. hit rate 0.84% among 370,000; in the data active = inhibition above about 9.5%
UHRF1 MBD2 ctr = UHRF1 methylated DNA binding inhibitors, primary screen, counter-screen for MBD2 inhibitor project, biochemical, TR-FRET, human UHRF1, single concentration. inhibition, % at 4.4 µM. AID 687016, 2013. E3 ubiquitin-protein ligase UHRF1 (Homo sapiens), Q96T88. hit rate 0.75% among 370,000. UHRF1 binding to methylated oligo; in the data active = inhibition above about 21%;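 also: UHRF1 SRA domain binding a hemimethylated CpG hairpin DNA probe; 0% = median of test compound wells and 100% = reference inhibitor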
DDE Tn6 FP inh = inhibitors of Tn6 peptide binding to fibrin DD(E), primary screen, biochemical, fluorescence polarization, human fibrin, Tn6 probe; Fibrinogen beta chain (Homo sapiens), P02675; Fibrin DD(E) TRITC-Tn6 fluorescence polarization displacement; inhibition, % at 8.3 µM; hit rate 0.21% among 370,000; AID 720509, 2013;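 active = inhibition above a per-campaign cutoff: mean of compounds within control limits plus 3 SD, cut at about 15% in these data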;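 also: 0% = median of all compound wells on the plate and 100% = blocking peptide control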
KLK7 zymogen act = proKLK7 zymogen activators, primary screen, biochemical, fluorescence intensity; Kallikrein-7 (Homo sapiens), P49862; purified proKLK7, EDANS-DABCYL substrate fluorescence; 100% is mature enzyme control, 0% vehicle; activation, % at 7 µM; hit rate 0.9% among 370,000;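 active = activation above the mean of all tested compounds plus 3 SD, computed per campaign excluding outliers beyond control limits, cut at about 13% in these data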
HGIII-sPLA2 inh = human group III sPLA2 inhibitors, primary screen, biochemical, QFRET, BODIPY PC-A2 liposome substrate | Group 3 secretory phospholipase A2 (Homo sapiens), Q9NZ20 | QFRET BODIPY PC-A2 liposome hydrolysis, fluorescence | inhibition, % at 12.2 µM | hit rate 0.56% among 370,000 | AID 743126, 2013;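 active = inhibition above mean plus 3 SD of compounds lying within the high and low control bounds, cut at about 19% in these data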;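 also: 0% = median of test compound wells and 100% = no enzyme DMSO wells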
The depositor's hits bear a star; . = no result given; & = joins results of further samples.

Codes: A = DDE Tn7 FP inh; B = ASAP1 inh; C = PLC-beta3 inh; D = ARFGAP1 inhibitor; E = Rev-erbA mod; F = PLCg1 inh; G = UHRF1 MBD2 ctr; H = DDE Tn6 FP inh; I = KLK7 zymogen act; J = HGIII-sPLA2 inh
1) CN(C)C(=O)c1c2c(nc3ccccc13)CCCC2
  A: 3; B: -3; C: -7; D: 4; E: -6; F: 0; G: -1; H: 2; I: 0.1; J: 3

2) CCOC(=O)c1c(-c2ccccc2)csc1NC(=O)CSc1nncs1
  A: -8; B: 0; C: -1; D: 8; E: 5; F: 5; G: 3; H: -4; I: -0.1; J: -31

3) COc1ccc(CN(C(=O)c2snc(C(N)=O)c2N)C(CC(C)C)C(=O)NC2CCCCC2)cc1 (stereo not given)
  A: 7; B: 5; C: -65; D: 2; E: 3; F: -47; G: 2; H: 9; I: -1.4; J: -2

4) COC(=O)Cn1c(=O)n(CCc2ccccc2)c(=O)c2c3c(sc21)CCCC3
  A: 4; B: -3; C: 2; D: -5; E: 3; F: -1; G: 0; H: 1; I: 0.5; J: 8

5) O=C(CNc1ccc(F)cc1)c1ccccc1
  A: 1; B: 2; C: 2; D: 5; E: -8; F: -2; G: 0; H: 4; I: 0.6; J: -2

6) Cc1ccc(Cn2nnnc2CN2CCC(O)(c3ccccc3F)CC2)cc1
  A: -4; B: -2; C: -2; D: 13; E: 6; F: -1; G: 0; H: -3; I: 0.5; J: -16

7) COc1cc(/C=N/NC(=O)c2cc[n+]([O-])cc2)ccc1O
  A: 1; B: 12; C: 10; D: -7; E: 1; F: 17*; G: 5; H: 1; I: -0.1; J: 14

8) C=CCn1c(-c2ccc(C)cc2)nc2ccccc21
  A: 0; B: 0; C: -3; D: -1; E: 0; F: 1; G: -2; H: 7; I: 0.2; J: -2

9) COc1ccc(CNc2nc(-c3ccccc3)nn2C(=O)c2ccc([N+](=O)[O-])cc2)cc1
  A: -3; B: -6; C: 2; D: 4; E: -2; F: -4; G: -2; H: 4; I: -0.6; J: -5

10) CSC1=NC(C)(C)CC2(C)Nc3ccccc3N12 (stereo not given)
  A: 0; B: -11; C: -5; D: 6; E: -3; F: -4; G: -2; H: 7; I: -0.5; J: 1

An excerpt from above in order of formula weight, low to high:
Codes: A = DDE Tn7 FP inh; B = ASAP1 inh; C = PLC-beta3 inh; D = ARFGAP1 inhibitor; E = Rev-erbA mod; F = PLCg1 inh; G = UHRF1 MBD2 ctr; H = DDE Tn6 FP inh; I = KLK7 zymogen act; J = HGIII-sPLA2 inh
5) O=C(CNc1ccc(F)cc1)c1ccccc1
  A: 1; B: 2; C: 2; D: 5; E: -8; F: -2; G: 0; H: 4; I: 0.6; J: -2

8) C=CCn1c(-c2ccc(C)cc2)nc2ccccc21
  A: 0; B: 0; C: -3; D: -1; E: 0; F: 1; G: -2; H: 7; I: 0.2; J: -2

1) CN(C)C(=O)c1c2c(nc3ccccc13)CCCC2
  A: 3; B: -3; C: -7; D: 4; E: -6; F: 0; G: -1; H: 2; I: 0.1; J: 3

7) COc1cc(/C=N/NC(=O)c2cc[n+]([O-])cc2)ccc1O
  A: 1; B: 12; C: 10; D: -7; E: 1; F: 17*; G: 5; H: 1; I: -0.1; J: 14

6) Cc1ccc(Cn2nnnc2CN2CCC(O)(c3ccccc3F)CC2)cc1
  A: -4; B: -2; C: -2; D: 13; E: 6; F: -1; G: 0; H: -3; I: 0.5; J: -16

4) COC(=O)Cn1c(=O)n(CCc2ccccc2)c(=O)c2c3c(sc21)CCCC3
  A: 4; B: -3; C: 2; D: -5; E: 3; F: -1; G: 0; H: 1; I: 0.5; J: 8

2) CCOC(=O)c1c(-c2ccccc2)csc1NC(=O)CSc1nncs1
  A: -8; B: 0; C: -1; D: 8; E: 5; F: 5; G: 3; H: -4; I: -0.1; J: -31

9) COc1ccc(CNc2nc(-c3ccccc3)nn2C(=O)c2ccc([N+](=O)[O-])cc2)cc1
  A: -3; B: -6; C: 2; D: 4; E: -2; F: -4; G: -2; H: 4; I: -0.6; J: -5

3) COc1ccc(CN(C(=O)c2snc(C(N)=O)c2N)C(CC(C)C)C(=O)NC2CCCCC2)cc1 (stereo not given)
  A: 7; B: 5; C: -65; D: 2; E: 3; F: -47; G: 2; H: 9; I: -1.4; J: -2

(more compounds)
Codes: A = DDE Tn7 FP inh; B = ASAP1 inh; C = PLC-beta3 inh; D = ARFGAP1 inhibitor; E = Rev-erbA mod; F = PLCg1 inh; G = UHRF1 MBD2 ctr; H = DDE Tn6 FP inh; I = KLK7 zymogen act; J = HGIII-sPLA2 inh
11) CN(C)c1ccc(C2C=C(c3ccc(Cl)cc3OC(F)F)Nc3ncnn32)cc1 (stereo not given)
  A: -3; B: 12; C: -116; D: 7; E: 4; F: -92; G: 0; H: 7; I: 1.8; J: -4

12) Cc1cc(C)c2c(CC(=O)N(CCC#N)Cc3cccnc3)coc2c1
  A: -5; B: 2; C: -5; D: 8; E: 7; F: -1; G: 0; H: -3; I: -0.4; J: -5

13) NNS(=O)(=O)c1ccc(Sc2ccccn2)c([N+](=O)[O-])c1
  A: 5; B: -2; C: 2; D: 8; E: -3; F: 3; G: -3; H: -2; I: 0.1; J: 0

14) COc1cccc(-c2cc3nc(NCc4ccc(C)cc4C)n(C)c(=O)c3s2)c1
  A: -2; B: 3; C: -1; D: 14; E: 3; F: -1; G: 6; H: -4; I: -0.2; J: -2

15) Cc1ccc(NC(=O)CCC(=O)c2ccccc2)cc1
  A: -1; B: -12; C: -5; D: 14; E: 3; F: 1; G: 1; H: 1; I: -0.3; J: 3

16) CCN(Cc1ccccc1)C(=O)C1CCC(CNc2c(N3CCOCC3)c(=O)c2=O)CC1 (stereo not given)
  A: -4; B: 1; C: 1; D: -4; E: -2; F: -1; G: 3; H: -11; I: -0.9; J: 2

17) CCOC(=O)C1CCCN(CCC(=O)Nc2ccc3c(c2)CCC3)C1 (stereo not given)
  A: 4; B: -1; C: -2; D: 10; E: 2; F: 1; G: 3; H: 4; I: -0.3; J: 3

18) O=C(O)C(O)c1ccccc1 (stereo not given)
  A: -8&-9; B: -7&3; C: 3&1; D: 5&24; E: -7&-2; F: 0&1; G: -4&2; H: -11&-4; I: -0.5&0.2; J: -4&7

19) CC(Sc1nnc(Cc2cccs2)n1C1CCCCC1)C(=O)NCc1ccco1 (stereo not given)
  A: 3; B: -11; C: 6; D: 13; E: 2; F: 7; G: -2; H: 2; I: -0.8; J: -8

20) O=C(NCc1ccco1)c1cc2n(n1)C(C(F)(F)F)CC(c1ccc(Br)cc1)N2 (stereo not given)
  A: 4; B: -15; C: -4; D: -4; E: -1; F: -3; G: 0; H: 1; I: 0.2; J: 0

One compound at a time, as listed above:
CCOC(=O)C1CCCN(CCC(=O)Nc2ccc3c(c2)CCC3)C1 (stereo not given) is entered as DDE Tn7 FP inh: 4; ASAP1 inh: -1; PLC-beta3 inh: -2; ARFGAP1 inhibitor: 10; Rev-erbA mod: 2; PLCg1 inh: 1; UHRF1 MBD2 ctr: 3; DDE Tn6 FP inh: 4; KLK7 zymogen act: -0.3; HGIII-sPLA2 inh: 3
O=C(O)C(O)c1ccccc1 (stereo not given) is entered as DDE Tn7 FP inh: -8&-9; ASAP1 inh: -7&3; PLC-beta3 inh: 3&1; ARFGAP1 inhibitor: 5&24; Rev-erbA mod: -7&-2; PLCg1 inh: 0&1; UHRF1 MBD2 ctr: -4&2; DDE Tn6 FP inh: -11&-4; KLK7 zymogen act: -0.5&0.2; HGIII-sPLA2 inh: -4&7

Next section.
Codes: A = DDE Tn7 FP inh; B = ASAP1 inh; C = PLC-beta3 inh; D = ARFGAP1 inhibitor; E = Rev-erbA mod; F = PLCg1 inh; G = UHRF1 MBD2 ctr; H = DDE Tn6 FP inh; I = KLK7 zymogen act; J = HGIII-sPLA2 inh
21) O=C(NC1CCCC1)C1CCN(S(=O)(=O)c2ccc3[nH]c(=O)oc3c2)CC1
  A: -1; B: .; C: -1; D: .; E: 2; F: -2; G: 0; H: 0; I: -0.2; J: -5

22) O=C(O)CCCCCNC(=O)CSc1nnc(-c2ccco2)n1-c1ccccc1
  A: 0; B: -14; C: -3; D: -5; E: 0; F: 0; G: 1; H: 4; I: 0.2; J: 3

23) COc1ccc(CC(=O)OCC(=O)N(CC(C)C)c2c(N)n(Cc3ccccc3)c(=O)[nH]c2=O)cc1
  A: -9; B: 3; C: -4; D: -6; E: 5; F: 0; G: 0; H: -3; I: -0.3; J: -11

24) CC(=O)OCC1=C(C(=O)O)N2C(=O)[C@@H](NC(=O)Cc3ccccc3)[C@H]2SC1
  A: -2; B: -2; C: 5; D: -15; E: 5; F: 4; G: -4; H: -1; I: -0.6; J: -2

25) Cc1cc([N+](=O)[O-])ccc1NC(=S)NC(=O)C(c1ccccc1)c1ccccc1
  A: 1; B: 0; C: -2; D: -2; E: 4; F: 1; G: -1; H: 6; I: 0.2; J: 2
